# CSM14.1 death rescue – rescue of cells from ER stress-induced death, primary screen, 384-well, CSM14.1, thapsigargin, ATP luminescence (AID 1222). CSM14.1 thapsigargin-induced death rescue, ATP luminescence; higher % means a stronger effect. cellular ATP content (survival), % at 20 µM; hits with a dose series show EC50 in µM. 190,000 tested, under 10 active;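 active = EC50 below 50 µM in the dose-response confirmation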;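 also: death triggered by thapsigargin at about 15 µM added after 2 h compound pretreatment; cell ATP read after overnight thapsigargin exposure of roughly 18 to 22 hours; normalized against plate controls of thapsigargin alone and 5% DMSO vehicle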
# Insulin prom up – insulin promoter activators in MIN6 cells, imaging, high-content screening, mouse beta cells; z-score at 5 µM; AID 1625, 2009; 190,000 tested, 0.3% active; MIN6 insulin promoter-GFP reporter; hits give high values;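 active = z-score above 3 at 5 µM with at least 500 cells counted in the well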
# M1AAP inhibition – P. falciparum M1AAP inhibitors, biochemical, fluorogenic H-Leu-NHMec substrate, 1536-well (AID 1445) | 220,000 tested, 0.42% active | recombinant M1AAP, H-Leu-NHMec fluorogenic kinetic assay; higher % means a stronger effect | Aminopeptidase N (Plasmodium falciparum (isolate 3D7)) | one-dose inhibition, % at 30 µM; IC50 in µM for titrated hits;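 active = primary inhibition above the hit cutoff, then over 50% inhibition at one or more dose response concentrations, cut at about 23% in these data, passing the limit was not always enough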;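 also: plate controls were DMSO full reaction for no effect and no enzyme background for full effect; strong numbers were not always called active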
# P. falciparum M17LAP – P. falciparum M17LAP inhibitors, primary screen, biochemical, fluorogenic H-Leu-NHMec substrate, 1536-well (AID 1619). recombinant M17LAP, H-Leu-NHMec fluorogenic kinetic assay; higher % means a stronger effect. inhibition, % at 30 µM, or IC50 in µM where a hit was titrated. 220,000 tested, 0.38% active;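 active = compound inhibiting the enzyme by more than half at any dose during confirmatory dose-response retesting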;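 also: plate controls were full reaction with DMSO carrier for no effect and no enzyme background for full effect; strong numbers were not always called active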
# Dynein transport – inhibitors of GR-EGFP nuclear translocation, primary screen, dynein cargo transport inhibitor project, imaging, high-content, 3617.4 mouse cells | AID 1381, 2008 | test concentration mostly 20 µM; stimulated with dexamethasone, 1 µM; hits give low values | z-score, hits read low | 220,000 tested, 0.47% active;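 active = plate z-score of nuclear minus cytoplasmic receptor signal below a set negative limit, without overly bright fluorescence or cell loss, cut at about -3.5 in these data, passing the limit was not always enough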;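 also: z-score of nuclear minus cytoplasmic ring GR-EGFP intensity difference per well; some compounds called inactive have numbers as strong as hits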
#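 medium = tetracycline-free induction medium containing charcoal-stripped FBS | also added = 1.0 µM final dexamethasone stimulus | schedule = 48 h induction, 1 h compound, 30 min dex at 37 °C | technique = fixed, Hoechst-stained cells imaged at 10x for EGFP | measure = GR-EGFP nuclear translocation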
# UTI89 phage lysis – inhibition of K1F phage lysis, E. coli UTI89, bacterial capsule biogenesis inhibitors, alamar blue (AID 488966). E. coli UTI89 K1F phage lysis, alamar blue, 2 h; higher % means a stronger effect. inhibition, % at 100 µM, or IC50 in µM where a hit was titrated. 340,000 tested, 0.02% active;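 active = phage lysis inhibition, versus mean bacterial control, above a set limit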;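 also: capsule biogenesis inhibitors block K1F phage lysis so surviving cells raise fluorescence; higher fluorescence means more inhibition of phage lysis; actives were called in the ten point dose series up to 300 µM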
# Autophagy mod – autophagy modulators in MEF cells, primary screen, imaging, high-content, MEF GFP-LC3. MEF GFP-LC3 puncta imaging; test concentration mostly 10 µM. calls only at 10 µM (by protocol). 190,000 tested, 0.98% active. AID 463193, 2010;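 active = percentage of spot-positive cells more than 3 SD above its plate mean, without a fluorescence outlier flag or 80% toxicity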;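 also: spot-positive cell cutoff set from DMSO-treated cells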
# MT stabilizer – microtubule stabilizers in HeLa cells, primary screen, imaging, high-content imaging. HeLa tubulin immunostaining HCS, 24 h; share of cells brighter than vehicle mean+2SD. % tubulin-high responders, % at 10 µM. 200,000 tested, 0.83% active;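 active = plate Z-score above 3 for both tubulin-high and condensed-nucleus cell shares, with cell loss under 80%, at 10 µM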;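 also: anti alpha tubulin signal scored within the nucleus-defined area of each cell; some results filed as inactive read as strong as hits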
# bCat nuc transl – modulators of beta-catenin nuclear translocation, primary screen, imaging, HeLa cells, immunofluorescence, high-content; nuclear translocation activity, % at 5 µM; 190,000 tested, 0.3% active; AID 1665, 2009;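 active = nuclear translocation activity above 50% at 5 µM, with a well cell count of 50 or more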;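 also: per-cell ratio of nuclear to cytoplasmic median beta-catenin stain intensity; plate controls were DMSO negative control for no effect and GSK-3 inhibitor IX positive control for full effect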
#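 test system = HeLa cells, endogenous beta-catenin | dosing = single 5 µM dose plus 0.02–20 µM confirmation series | times = compound treatment 24 h, 37°C, 5% CO2 | technique = beta-catenin immunofluorescence imaging with DAPI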
# Dynein transport cytoplasmic EGFP – second read-out of Dynein transport, no call of its own (marks repeat the call); z-score; measured here: cytoplasmic GR-EGFP intensity; hits give high values
# Dynein transport nuclear GR-EGFP – recorded beside Dynein transport, whose call it bears; z-score; measured here: nuclear GR-EGFP intensity;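 lower value marks the stronger effect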
# Dynein transport cell count – recorded beside Dynein transport, whose call it bears; z-score; measured here: cell count per field
# Insulin prom up cell count – also measured in Insulin prom up; calls as there; cell count; measured here: cytotoxicity, nuclei count;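 total cells summed across four imaged fields per well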
# bCat nuc transl cell count 5 µM – also measured in bCat nuc transl; calls as there; cell count; measured here: cell count, cytotoxicity flag
# MT stabilizer Hoechst-high % – also measured in MT stabilizer; calls as there; % Hoechst-high responders; measured here: nuclear condensation Hoechst responders;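 share of cells brighter than vehicle mean plus two SD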
# MT stabilizer cytotoxicity % – second read-out of MT stabilizer, no call of its own (marks repeat the call); toxicity, %; measured here: cytotoxicity by cell density;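 0% = mean cell density of plate MIN control wells and 100% = no cells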
# Autophagy mod cell loss 18 h – further read-out of Autophagy mod, marked with its call; toxicity, %; measured here: cell loss, nuclei count;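 cell loss after 18 h compound exposure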
# * hit, by the source's call; i = inactive; nt = not tested or not shown; [ ] = another dose, or the depositor's remark.
SMILES,CSM14.1 death rescue,Insulin prom up,Insulin prom up cell count,M1AAP inhibition,P. falciparum M17LAP,Dynein transport,Dynein transport cytoplasmic EGFP,Dynein transport nuclear GR-EGFP,Dynein transport cell count,UTI89 phage lysis,Autophagy mod,Autophagy mod cell loss 18 h,MT stabilizer,MT stabilizer Hoechst-high %,MT stabilizer cytotoxicity %,bCat nuc transl,bCat nuc transl cell count 5 µM
Cc1ccc(S(=O)(=O)N2CCN(S(=O)(=O)N3CCCCCC3)CC2)cc1,1.1%,-0.67,1501,10.5%,-1.3%,1.83,-0.15,0.843,-0.514,-1.0%,i,-27.4,3.2,2.2,8.8,0.3,990
O=C(COC(=O)C1CCCCC1)NCCc1ccccc1,-3.1%,-0.51,1534,3.8%,8.6%,0.0146,-0.0143,0.118,-0.154,0.5%,i,-2.4,2.9,4.7,11.3,-1.3,1079
Cc1cc(C)nc(SC(C)C(=O)O)n1 (stereo unspecified),-1.3%,1.03,1176,-4.7%,-2.8%,-0.0526,-0.259,0.132,0.211,-0.9%,i,0.1,3.1,2.0,12.4,-1.4,1177
CC(C)(C)N(CC#CCC1(O)c2ccccc2-c2ccccc21)CCO,-3.9%,-0.05,1629,nt,nt,-0.446,-0.207,0.243,-0.207,-1.8%,i,12.7,0.7,0.6,2.5,-3.8,968
Cc1ccc(S(=O)(=O)Nc2nc(N)n(-c3ccccc3)n2)cc1,nt,-0.51,1326,5.7%,1.0%,-0.0187,-0.0886,0.0204,0.332,nt,i,-21.8,1.0,1.9,8.6,3.0,1024
C/C(=C\C(=O)c1ccc(C)cc1)Nc1cccc(O)c1,-3.1%,0.26,1619,-1.3%,12.8%,-0.837,-0.204,-0.105,0.155,0.1%,i,8.8,2.0,2.3,3.4,-2.5,971
CC(=O)NC1(C(F)(F)F)C(=O)Nc2c1c(=O)n(C)c(=O)n2C (stereo unspecified),-1.2%,-0.89,1405,8.3%,-1.1%,-0.294,-0.126,-0.741,-0.462,0.6%,i,-4.2,5.5,2.0,3.4,-1.9,813
Cc1ccc(C(C)C)c(OCc2nc(-c3nonc3N)no2)c1,-1.1%,0.72,1037,6.5%,14.4%,-0.0421,-0.217,-0.0186,0.0466,0.8%,i,-3.2,5.1,3.3,8.3,2.3,1127
O=C(CCN(NC(=O)c1ccccc1)C1=NS(=O)(=O)c2ccccc21)NC1CCCCC1,-2.0%,0.26,1411,0.8%,-10.9%,0.0313,-0.239,0.095,0.224,5.4%,i,1.1,2.1,2.3,5.5,2.5,1065
Cc1nnc(NN2CCOCC2)[nH]c1=O,-8.7%,0.11,1375,-3.1%,-4.1%,0.398,-0.282,0.0125,-0.346,nt,i,-6.0,2.6,2.0,3.3,-1.1,1101
O=C(Nc1ccc2c(c1)OCCO2)N1CCOCC1,nt,1.2,1213,0.6%,-1.7%,1.84,-0.382,0.664,-0.554,0.7%,i,-3.1,2.8,3.4,6.6,5.4,1027
CCCNC(=O)COC(=O)c1n[nH]c2ccccc12,3.4%,-0.63,1320,-3.4%,-2.5%,-0.0343,-0.351,0.436,0.466,0.3%,i,4.7,6.2,3.5,4.0,-1.9,1057
CSc1nc2ccccc2n1C(=O)NC1CCCCC1,0.2%,0.21,911,-3.2%,4.3%,0.0919,-0.162,-0.141,0.753,-0.7%,i,-3.3,2.8,1.3,3.5,1.3,1010
NC(=O)[C@@H]1CC2(CC(c3cccc(NC(=O)[C@@H]4CCC(=O)N4)c3)=NO2)CN1C(=O)Cc1ccc([N+](=O)[O-])cc1 (stereo partly specified),nt,0.5,662,1.4%,13.3%,-0.165,-0.709,-0.0248,-0.498,2.2%,nt,nt,nt,nt,nt,-2.7,1131
CCn1cc(-c2cc(C(=O)O)c3ccccc3n2)c(C)n1,-5.3%,-0.37,1261,3.8%,-78.4%,-0.401,-0.198,-0.579,0.601,5.0%,i,6.9,5.7,2.2,4.9,-1.2,594
O=S(=O)(Nc1nc2ccccc2nc1Cl)c1ccc(Br)cc1,-0.1%,nt,nt,22.6%,6.7%,0.302,-0.251,0.44,-0.227,-0.6%,i,3.0,6.7,2.0,11.6,-3.9,1011
COc1ccc(Cl)cc1N(CC(=O)Nc1ccccc1SC)S(C)(=O)=O,-1.6%,nt,nt,2.0%,-2.2%,0.0853,-0.148,0.599,-0.404,-0.5%,i,2.8,2.1,2.4,8.2,nt,nt
CCc1ccc(C(=O)CSc2n[nH]c(-c3ccncc3)n2)cc1,-2.2%,nt,nt,1.9%,-1.6%,0.532,0.159,0.703,-0.606,3.0%,i,7.3,1.2,1.1,5.4,2.2,1011
O=C(NCc1ccccc1)Nc1cccn(Cc2c(F)cccc2Cl)c1=O,-1.2%,0.06,1597,2.5%,0.5%,0.522,-0.222,0.287,-0.611,0.2%,i,24.7,3.5,1.7,1.7,0.9,1408
CC(C)(C)OC(=O)N1CCN(C(=O)Nc2ccc3c(c2)OCCO3)CC1,-0.1%,-0.26,1294,-1.8%,-7.2%,0.661,-0.0955,0.472,-0.49,0.2%,i,-7.8,1.6,1.7,4.4,-1.5,1079
COc1ccc(S(=O)(=O)N2CCN(C)CC2)c2ccccc12,-1.7%,-0.32,1721,8.7%,8.1%,0.133,-0.155,0.302,-0.141,8.7%,i,-9.7,3.4,2.9,7.6,2.9,1005
NCCCC[C@@H]1NC(=O)c2cc([N+](=O)[O-])cc(I)c2SC[C@@H](C(N)=O)NC(=O)[C@H](CCC(N)=O)NC1=O,-4.5%,0.01,1303,10.1%,15.8%,0.25,-0.32,0.412,0.368,0.1%,i,1.2,3.0,2.6,8.1,-0.4,559
N#CCC1c2ccccc2CCN1C(=O)Nc1cccc(Cl)c1 (stereo unspecified),1.0%,0.28,1835,3.8%,13.1%,-0.057,-0.19,-0.328,-0.661,2.0%,i,17.7,2.8,1.0,6.1,-2.3,1080
O=C(NCCN1C(=O)S/C(=C\c2ccc(OC(F)F)cc2)C1=O)c1cnccn1,0.3%,-0.2,1044,7.6%,6.3%,-1.47,0.123,-0.716,-0.19,3.1%[50 µM],i,23.9,34.3*,33.3*,51.4*,67.6*,91*
O=C(/C=C/c1cc2c(cc1Br)OCO2)NCc1ccc(F)cc1,1.7%,-0.36,1826,0.2%,-24.0%,0.759,-0.211,0.145,0.327,0.4%,i,12.2,2.3,1.8,7.4,-2.3,1095
CC1=C(C(=O)Nc2cccnc2)C(c2ccncc2)n2nnnc2N1 (stereo unspecified),nt,nt,nt,0.8%,-0.9%,-0.267,-0.211,-0.0295,0.41,0.8%,i,-10.9,4.4,2.5,8.3,nt,nt
Fc1ccc(-c2cc3nc(-c4ccccc4)cc(N4CCOCC4)n3n2)cc1,-1.0%,-0.14,936,12.9%,-8.2%,-0.532,-0.195,0.0176,0.765,2.2%,i,-6.9,i,nt,100.0,nt,nt
CCNc1nc(NC(C)C)nc(Oc2ccc(OCCOc3ccc(C)cc3)nn2)n1,-0.1%,-2.51,821,2.1%,9.5%,1.68,-0.14,1.32,-1.56,0.1%,i,66.9,4.6,2.2,22.0,-0.3,829
COc1ccccc1NC(=O)c1cc(S(=O)(=O)N2CCC3(CC2)OCCO3)ccc1F,-2.3%,0.73,1555,2.5%,1.5%,0.568,-0.355,0.599,0.535,6.8%,i,-39.2,3.5,1.7,1.4,-1.0,1476
O=C(c1cc(Br)ccc1Cl)N1CCCC1,-2.1%,0.04,1588,12.9%,-1.1%,-0.147,-0.189,0.223,0.436,-1.9%,i,0.0,3.0,2.9,5.8,-2.8,1175
O=C(Nc1ccc2c(c1)CCC2)c1cnc(Cl)c(Cl)c1,0.3%,-0.51,1264,0.5%,-2.5%,-0.264,-0.22,-0.207,-0.117,3.8%,i,4.7,1.3,1.9,7.5,-1.6,1062
C=CCN(CC=C)C(=O)c1cccc(S(=O)(=O)N2c3ccccc3CC2C)c1 (stereo unspecified),nt,-0.91,1133,7.8%,1.7%,-0.612,-0.701,-0.144,0.35,-0.3%,nt,nt,nt,nt,nt,-1.3,1344
COc1ccc(C2C(C(C)=O)=C(O)C(=O)N2c2nccs2)c(OC)c1 (stereo unspecified),-0.6%,0.45,1545,9.9%,4.9%,0.308,-0.293,0.417,0.386,0.0%,i,-4.6,2.5,3.1,9.9,-0.4,1513
Cn1c(SCC(=O)N2CCOCC2)nc2sc3c(c2c1=O)CCCC3,-1.8%,-0.72,1274,12.5%,8.3%,-0.391,-0.213,-0.0656,0.54,-0.3%,i,-5.3,1.9,1.4,9.5,-0.1,995
CN(C)/C=N/c1ncnc2c1cnn2-c1ccc(C(F)(F)F)cn1,-2.1%,nt,nt,-6.9%,-1.9%,1.57,-0.102,-0.202,-0.0111,0.4%,i,1.5,3.8,1.5,5.1,0.5,1219
COc1ccc(OC)c(CN2CCC(C(=O)N(C)CCc3ccc(OC)c(OC)c3)CC2)c1,0.9%,-0.25,1353,6.0%,8.3%,-0.363,-0.343,-0.0601,0.354,0.5%,i,3.2,2.1,2.8,4.2,-0.8,1089

# Compounds were not picked by outcome. About 2.9% of those tested had a hit in this group.
